S1P1 ag-PAM – S1P1 agonists and agonism potentiators, primary screen, cell-based, primary and confirmation screens, CRE-bla reporter; Sphingosine 1-phosphate receptor 1 (Homo sapiens), P21453; S1P1 CRE-bla cells, forskolin, beta-lactamase FRET, potentiator mode; S1P1 agonist co-added at EC20, 2 nM; 100% = saturating reference agonist, 0% = basal; activation, % at 9.5 µM; 56,000 tested, 0.57% active; AID 449, 2006;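 active means activation above a cutoff set at the mean activation of all tested compounds plus 3 SD, cut at about 54% in these data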;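 further: forskolin at 4 µM as EC80 and the EC20 agonist is SEW2871; 100% = SEW2871 at its EC100 plus forskolin at EC80; some compounds past the cut are filed as inactive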
Target sequence (P21453 whole entry, looked up): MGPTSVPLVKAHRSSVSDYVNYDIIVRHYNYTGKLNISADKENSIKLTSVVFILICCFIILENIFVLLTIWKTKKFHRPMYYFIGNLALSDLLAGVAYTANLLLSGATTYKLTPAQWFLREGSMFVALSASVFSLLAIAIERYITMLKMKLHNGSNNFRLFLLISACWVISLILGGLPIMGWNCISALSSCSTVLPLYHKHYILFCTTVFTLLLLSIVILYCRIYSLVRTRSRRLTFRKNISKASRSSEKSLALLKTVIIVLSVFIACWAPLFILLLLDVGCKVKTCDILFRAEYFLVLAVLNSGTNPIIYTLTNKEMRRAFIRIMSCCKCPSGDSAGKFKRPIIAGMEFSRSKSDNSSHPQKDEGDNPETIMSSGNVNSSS
5HT1a antag – human 5-HT1a receptor antagonists, primary screen, cell-based, CHO, Ga15 NFAT-bla reporter; 5-hydroxytryptamine receptor 1A (Homo sapiens), P08908; CHO 5-HT1a Ga15 NFAT-bla reporter, antagonist mode; inhibition, % at 10 µM; 62,000 tested, 0.68% active; AID 612, 2007;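 active means inhibition above the mean of all tested compounds plus 3 SD, cut at about 43% in these data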;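 further: receptor stimulated by 5-CT agonist at 100 nM near EC80; beta-lactamase reporter measured by ratiometric fluorescence of a cleavable substrate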
S1P3 ag – human S1P3 receptor agonists, primary screen, cell-based, primary and confirmation, NFAT-BLA reporter; activation, % at 4.5 µM; 60,000 tested, 0.1% active; S1P3 NFAT-BLA reporter cells, agonism, FRET ratio; relative to 1 µM S1P, basal subtracted;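 active means activation above the screen-wide mean plus 3 SD, cut at about 4.5% in these data, passing the limit was not always enough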; further: some compounds called inactive have numbers as strong as hits
Target sequence (Q99500 whole entry, looked up): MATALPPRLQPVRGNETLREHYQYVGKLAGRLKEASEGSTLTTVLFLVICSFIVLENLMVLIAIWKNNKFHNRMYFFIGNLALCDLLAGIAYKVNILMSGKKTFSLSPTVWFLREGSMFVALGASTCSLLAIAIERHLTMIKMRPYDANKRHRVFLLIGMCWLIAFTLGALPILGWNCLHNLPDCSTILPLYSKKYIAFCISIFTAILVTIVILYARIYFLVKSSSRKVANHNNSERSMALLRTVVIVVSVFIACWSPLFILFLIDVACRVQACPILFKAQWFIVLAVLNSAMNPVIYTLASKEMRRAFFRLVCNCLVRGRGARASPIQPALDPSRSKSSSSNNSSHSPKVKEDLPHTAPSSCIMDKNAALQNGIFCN
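Measure – % activation relative to 1 µM S1P (100%), per plate · System – stable CHO line with human S1P3, Gα16, NFAT-BLA reporter · Timing – cells plated overnight, compound 4 h 37 °C, substrate 2 h RT · Technique – fluorescent BLA substrate, ex 405 nm, em 460/535 nm ratio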
MMP-13 inhibitor – human MMP13 inhibitors, primary screen, biochemical, FRET peptide cleavage; 65,000 tested, 0.07% active; MMP-13 fTHP FRET cleavage, Mca fluorescence; inhibition, % at 4 µM;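 active means inhibition above the mean of compound-free control plate wells plus 3 SD, cut at about 14% in these data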;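 further: 0% = DMSO wells and 100% = wells with reference MMP-13 inhibitor after basal subtraction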
HTR1E antagonist – 5-HT1E receptor antagonists, primary screen, cell-based, HTS; CHO 5-HT1E Ga15 NFAT-bla reporter, FRET, antagonist; inhibition, % at 6 µM; 65,000 tested, 0.99% active; AID 571, 2007; 5-hydroxytryptamine receptor 1E (Homo sapiens), P28566;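 active means inhibition above a set limit, the mean inhibition across every tested compound plus 3 SD, cut at about 29% in these data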;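 further: signal is the 460 over 535 nm emission ratio of beta-lactamase substrate; 0% = agonist plus DMSO wells and 100% = wells without agonist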
Target sequence (P28566 whole entry, looked up): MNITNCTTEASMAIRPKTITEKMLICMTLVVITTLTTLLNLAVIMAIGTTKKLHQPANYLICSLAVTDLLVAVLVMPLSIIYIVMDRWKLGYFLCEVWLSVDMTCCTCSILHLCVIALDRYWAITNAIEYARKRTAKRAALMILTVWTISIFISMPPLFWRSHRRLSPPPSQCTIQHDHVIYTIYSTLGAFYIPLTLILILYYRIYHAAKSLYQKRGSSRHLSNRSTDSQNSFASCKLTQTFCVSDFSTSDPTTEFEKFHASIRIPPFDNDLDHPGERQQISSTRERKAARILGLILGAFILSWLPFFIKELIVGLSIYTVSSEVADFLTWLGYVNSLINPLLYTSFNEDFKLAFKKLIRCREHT
HER2 expr 66K – inhibitors of Her2 protein expression, primary screen, SKBR-3 cells, AlphaScreen, 66K library; Receptor tyrosine-protein kinase erbB-2 (Homo sapiens), P04626; 65,000 tested, 0.69% active; SKBR-3 HER2 protein level, 18-24 h; stronger effect = lower value; AID 645, 2007; HER2 level % of control, % at 10 µM;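 active means HER2 level under 5% of the carrier-only control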;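 further: 100% = DMSO carrier and 0% = 500 nM PU-H71 HSP90 inhibitor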
5HT1E ag – 5-HT1E receptor agonists, primary screen, cell-based, HTS; 5-hydroxytryptamine receptor 1E (Homo sapiens), P28566; 65,000 tested, 0.69% active; AID 574, 2007; activation, % at 6 µM; CHO 5-HT1E Ga15 NFAT-bla reporter, FRET; 0% DMSO wells, 100% control agonist wells;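 active means activation above a set limit, the screen-wide mean activation plus 3 SD, cut at about 8.5% in these data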;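 further: 100% = positive control agonist at 1 µM giving full maximal response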
Autofluor 339 – intrinsic fluorescence of library compounds, ex339/em460 – biochemical, MLSMR library, data from DPM-DC assay, artefact control, profiling panel. 65,000 tested, 5.5% active. fluorescence fold increase at 10 µM. compound autofluorescence, ex339/em460 nm, NADH buffer; stronger effect = higher value; 1 = no-compound wells, NADH background. AID 709, 2007;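 active means at 10 µM, mean starting fluorescence two-fold or more over control wells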;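 further: signal is the first read of a kinetic run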
A340 absorber – compound light absorbance at 340 nm, profiling panel, artefact control, biochemical, MLSMR library, data from PS, PMK, MK assays; fold change at 10 µM; compound absorbance at 340 nm, fold over control; 65,000 tested, under 10 active;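 active means at 10 µM dose, initial 340 nm absorbance at least 2 fold that of control wells; inactive means change under 2 fold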;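 further: initial absorbance extrapolated from kinetic A340 decline of NADH oxidation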
Active calls of the source: *; . = not tested or not shown.

SMILES	S1P1 ag-PAM	5HT1a antag	S1P3 ag	MMP-13 inhibitor	HTR1E antagonist	HER2 expr 66K	5HT1E ag	Autofluor 339	A340 absorber
NS(=O)(=O)c1cc2c(cc1C(F)(F)F)NCNS2(=O)=O	-9.6	.	-4.1	1.8	6.5	78.2	-0.7	1.09	0.99
COc1cccc(N2CC(C(=O)OC(C)C(=O)c3ccccc3)CC2=O)c1 (configuration not stated)	1.5	0.1	2.6	2.6	6.7	90.4	0.2	1.1	1.01
CNC(=O)c1cc2cc(OC)ccc2n1CCN(C)C	.	2.6	-0.5	-49.0	8.7	88.7	0.3	1.82	1.08
Cc1ccc(C(=O)Cn2c(C)cc(C)c(C#N)c2=O)cc1	-26.9	4.9	-1.4	1.1	4.1	89.3	-0.3	1.2	1.09
COC(=O)C1CCN(Cc2cc(=O)oc3cc(OC)ccc23)CC1	29.0	8.9	-0.9	-31.0	8.2	129.1	-1.1	1.48	1.12
COC(=O)C1C(c2ccccc2)C(C(=O)N2CCOCC2)C1c1ccccc1 (configuration not stated)	-5.4	18.7	-0.1	0.6	-0.8	104.2	0.2	1.04	1
CCOC(=O)c1cc(NC(=O)N2CCOCC2)c(C)nc1C	-12.7	-10.9	0.8	-3.0	2.1	102.2	-0.8	1.06	1.03
CC(C)(C)NC(=O)c1ccc(COCC(F)(F)F)o1	-4.8	-10.1	-0.2	0.3	-1.8	99.1	0.1	1.12	1.05
CCOc1ccc(CCNC(=O)CCN2C(=O)COc3ccccc32)cc1OCC	-7.8	3.2	-0.7	1.2	5.7	102.9	-0.6	1.11	1.03
O=C(Nc1nncs1)Oc1ccccc1	10.0	0.3	-0.5	3.0	-1.7	96.9	-0.4	1.15	1.04
Cc1ccc(Cn2nnc3c(=O)n(Cc4cc(C)ccc4C)cnc32)cc1	0.3	34.0	-1.1	-2.8	15.8	143.9	-0.1	1.07	0.99
CC1(C)CC(C2N3CC4(C)CN2CC(C)(C3)C4=O)CCO1 (configuration not stated)	10.7	4.1	-0.3	3.7	3.3	112.2	0.1	1.09	1.03

By substructure: the compounds so far containing fluorine (2)
SMILES	S1P1 ag-PAM	5HT1a antag	S1P3 ag	MMP-13 inhibitor	HTR1E antagonist	HER2 expr 66K	5HT1E ag	Autofluor 339	A340 absorber
NS(=O)(=O)c1cc2c(cc1C(F)(F)F)NCNS2(=O)=O	-9.6	.	-4.1	1.8	6.5	78.2	-0.7	1.09	0.99
CC(C)(C)NC(=O)c1ccc(COCC(F)(F)F)o1	-4.8	-10.1	-0.2	0.3	-1.8	99.1	0.1	1.12	1.05

Additional compounds follow.
SMILES	S1P1 ag-PAM	5HT1a antag	S1P3 ag	MMP-13 inhibitor	HTR1E antagonist	HER2 expr 66K	5HT1E ag	Autofluor 339	A340 absorber
Fc1ccc(C(c2nnnn2Cc2cccs2)N2CCN(C3CCCCC3)CC2)cc1 (configuration not stated)	16.2	28.9	-0.8	0.3	-5.8	94.1	-0.6	0.77	0.98
O=C1c2ccccc2C(Nc2ccc(F)c(Cl)c2)N1c1ccccn1 (configuration not stated)	-14.0	19.3	0.5	7.7	4.3	93.8	1.7	1.05	1.02
Cc1cc2cc(CNC(=O)c3ccc4c(c3)OCO4)ccc2[nH]1	12.6	-0.4	-0.9	-0.2	-0.8	88.2	0.1	1.03	0.98
Cc1ccc(-n2c(CSc3nc(C)cc(C)n3)nnc2SCC(=O)N2CCCC2)cc1	-28.5	-4.0	-0.7	-1.2	3.3	84.1	0.8	1.05	1.02
COc1ccccc1N1CCN(C(=O)c2cn(-c3ccccc3)nc2-c2cccnc2)CC1	10.1	13.9	-1.0	-5.4	4.2	84.1	0.1	1.12	1.05
CC(C)NC(=O)c1ccc2c(c1)nnn2C	.	-5.3	.	6.5	3.3	.	-0.9	1.05	0.99
CCOC(=O)Cn1c(=O)oc2cc(S(=O)(=O)NCc3cccs3)ccc21	-3.5	9.4	-1.1	2.7	-2.9	98.4	-0.7	1.09	1.1
Brc1ccc(-c2nnc3sc(CNC4CCCC4)cn23)cc1	-12.7	-9.9	0.2	3.7	2.5	77.8	1.0	1.01	1.01
CCc1ccc2[nH]c(=O)c(CN(CCN(CC)CC)C(=O)NC3CCCCC3)cc2c1	-14.9	-2.3	1.9	-11.1	-8.7	90.0	0.0	1.64	1.05
COc1ccc(CCN2C(=O)CCC2(C)C(=O)NCc2cccnc2)cc1OC (configuration not stated)	-18.1	-18.9	-0.5	-1.3	-0.5	92.1	-1.5	1.04	0.99
CS(=O)(=O)c1ccc2nc(NC(=O)c3ccco3)sc2c1	1.7	7.2	-0.3	-3.4	-4.8	87.7	-0.1	0.87	1.21
CCCCCCOC(=O)C(C#N)c1nc2ccccc2nc1N1CCCCC1 (configuration not stated)	3.4	-0.3	0.9	2.2	-9.7	92.9	-1.6	1.07	1.01

Entries of single compounds as entered above. Order of screens: S1P1 ag-PAM, 5HT1a antag, S1P3 ag, MMP-13 inhibitor, HTR1E antagonist, HER2 expr 66K, 5HT1E ag, Autofluor 339, A340 absorber
Profile of CCCCCCOC(=O)C(C#N)c1nc2ccccc2nc1N1CCCCC1 (configuration not stated) = 3.4, -0.3, 0.9, 2.2, -9.7, 92.9, -1.6, 1.07, 1.01
Profile of O=C1c2ccccc2C(Nc2ccc(F)c(Cl)c2)N1c1ccccn1 (configuration not stated) = -14.0, 19.3, 0.5, 7.7, 4.3, 93.8, 1.7, 1.05, 1.02

Later entries.
SMILES	S1P1 ag-PAM	5HT1a antag	S1P3 ag	MMP-13 inhibitor	HTR1E antagonist	HER2 expr 66K	5HT1E ag	Autofluor 339	A340 absorber
Cn1c(Cn2nnc3ccccc32)nnc1SCC(=O)N1c2ccccc2Sc2ccccc21	4.1	-7.9	-0.9	12.1	6.7	84.4	-0.1	1.03	0.98
CCn1c(C(=O)NC(C)c2ccc3c(c2)OCCO3)cc2sccc21 (configuration not stated)	-10.7	12.8	0.1	-2.4	4.6	103.2	-0.3	1.1	1.03
O=C(Nc1cc(C(F)(F)F)ccc1N1CCOCC1)c1cncc(Br)c1	.	2.0	-0.4	-2.4	-6.2	80.2	-0.1	1.06	1.05
CCn1c(=O)[nH]c2cc(C(=O)N3CCN(c4ccccc4)CC3)ccc2c1=O	-2.6	4.3	-1.0	-1.2	0.1	206.1	-0.3	1.1	0.98
O=C1CC(N2CCN(c3ccc(F)cc3)CC2)C(=O)N1Cc1cccs1 (configuration not stated)	.	12.7	0.2	5.9	-3.3	106.9	-1.2	1.06	1.02
CC1CN(CCC(=O)Nc2ccc3c(c2)CCC3)CC(C)O1 (configuration not stated)	.	-0.1	.	4.6	-4.1	104.6	0.0	1.09	1.03
O=c1oc(-c2cccs2)nc2scc(-c3cccs3)c12	8.0	19.5	-0.6	0.0	6.0	37.1	-1.6	1.42	1.1
O=C(NC1CCCCC1)C(c1ccccc1)N1CCOCC1 (configuration not stated)	-16.6	-6.7	0.2	-4.3	-4.2	87.9	0.2	1.1	0.96
COc1ccc(OC)c(S(=O)(=O)N(C)CC(=O)Nc2ccc3c(c2)OCO3)c1	.	-0.6	-0.4	1.6	2.0	111.3	0.2	1.05	1.03
CCOC(=O)c1cnn(CCOC(=O)C(C)(C)C)c1NC(=O)C(C)(C)C	-1.1	-5.9	-0.4	-5.9	-2.9	130.2	0.4	1.06	0.97
CCOC(=O)c1ccc(NC(=O)Nc2c(C)nn(C)c2C)cc1	-65.5	4.3	-1.1	0.6	0.5	96.6	0.1	1.11	1.03
N#Cc1c(NC(=O)CSc2ncnc3c2cnn3-c2ccccc2Cl)sc2c1CCCC2	-17.4	-7.7	-1.2	-0.1	-8.9	129.3	-0.3	1.13	1.03
O=S(=O)(NCC1CCCO1)c1ccc2ccccc2c1 (configuration not stated)	-10.8	11.3	-1.8	-0.1	-4.6	111.0	-0.9	1.04	1.02
COc1ccc(OCCn2c(NC(=O)c3ccco3)nc3ccccc32)cc1	.	34.1	-1.0	0.2	2.6	59.4	0.7	1.24	1.16
Cn1ccnc1SCC(=O)Nc1cccc(C(F)(F)F)c1	.	8.7	-0.7	-0.6	8.7	95.3	-0.1	1.06	1.05
COc1ccc(C(O)C(CN2CCOCC2)c2ccccc2)cc1 (configuration not stated)	2.7	.	-2.6	2.1	-3.3	113.4	-0.7	1.1	1.04
COc1ccc2[nH]cc(C3N4CC5(C)CN3CC(C)(C4)C5=O)c2c1 (configuration not stated)	.	2.3	.	-1.3	-8.0	122.7	-0.8	1.09	1.03
CN(Cc1ccco1)C(=O)C(Cc1ccccc1)NS(=O)(=O)c1ccc2c(c1)CCC(=O)N2 (configuration not stated)	-28.4	-2.2	1.0	-4.6	7.6	112.8	0.0	1.02	1.03
Cn1c(NCc2ccco2)nc2ccccc21	-38.1	-5.4	-0.7	-0.6	2.1	88.9	0.4	1.09	1.03
CCSc1nnc(NC(=O)CSc2nnc(-c3c[nH]c4ccccc34)n2C)s1	4.9	-13.8	-1.1	6.3	-5.1	102.4	1.1	1.1	1.05
O=C1c2cccnc2C(=O)N1Cc1ccc2c(c1)OCO2	.	-2.6	0.2	-0.7	-0.6	100.8	0.4	1.13	1.05
CC(O)COc1ccc(/C(=N/O)c2ccccc2)cc1 (configuration not stated)	-16.5	-6.1	-1.4	3.9	-22.1	89.2	1.8	1.04	1.03
CCCC(c1nnnn1Cc1ccccc1)N1CCN(c2ccccc2OC)CC1 (configuration not stated)	-15.1	31.5	0.6	-4.5	0.9	115.7	0.7	1.06	1
COc1cccc2cc(-c3nnc(SCC(=O)Nc4cc(C(F)(F)F)ccc4Cl)n3N)oc12	-1.0	0.0	-1.2	2.1	-1.2	85.0	3.2	1.08	1.05
CC(C)c1nnc(NC(=O)c2ccc(S(=O)(=O)N3CCOCC3)cc2)s1	4.5	2.0	0.9	-2.7	-8.6	83.7	1.2	1	1.1
CCCc1cc(=O)oc2cc(OCC(=O)N(C)C)c(Cl)cc12	.	-2.8	.	-2.5	2.0	106.1	-0.2	1.43	1.05
COc1ccc(C(=O)CSc2nc(SC)ns2)cc1OC	.	5.9	-1.1	3.3	14.7	83.9	0.9	1.12	1.12
O=S(Cc1ccc(Cl)cc1)CC(O)COc1ccc(Cl)cc1 (configuration not stated)	-20.4	-3.6	-2.0	4.8	18.7	97.3	-0.1	1.1	1.04
CCN1C(=O)NC(c2cc(Br)ccc2OC)C(C(=O)OC)=C1C (configuration not stated)	6.4	10.4	-1.4	1.3	3.9	53.4	-1.0	1.01	0.99
O=C(O)c1cccc(N2CCCC2=O)c1	1.1	1.4	-0.3	-4.6	-8.6	126.4	1.9	1.06	0.99
COc1cccc(C(=O)Nc2cccc(NC(C)=O)c2)c1	-8.7	23.7	-1.4	-1.4	10.3	112.3	0.4	1.09	1.04
O=C(O)c1ccc(NC(=O)C2(c3ccccc3)CCOCC2)cc1	-2.5	-14.9	-0.3	6.5	11.4	93.4	-0.3	1.08	1.01

High-throughput results: PubChem, several laboratories
